FBW7 activator – FBW7 E3 ligase activators, primary screen, biochemical, AlphaScreen, human | AID 1259310, 2017 | 650,000 compounds, 0.13% hits | AlphaScreen FBW7–phospho-cyclin E peptide binding, activator screen | normalized activity (activation), % at 26.1 µM; in the data active means normalized activity above about 1.9%;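 further: purified mutant Fbw7 with reduced substrate affinity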
Target sequence (Q969H0 whole entry, looked up): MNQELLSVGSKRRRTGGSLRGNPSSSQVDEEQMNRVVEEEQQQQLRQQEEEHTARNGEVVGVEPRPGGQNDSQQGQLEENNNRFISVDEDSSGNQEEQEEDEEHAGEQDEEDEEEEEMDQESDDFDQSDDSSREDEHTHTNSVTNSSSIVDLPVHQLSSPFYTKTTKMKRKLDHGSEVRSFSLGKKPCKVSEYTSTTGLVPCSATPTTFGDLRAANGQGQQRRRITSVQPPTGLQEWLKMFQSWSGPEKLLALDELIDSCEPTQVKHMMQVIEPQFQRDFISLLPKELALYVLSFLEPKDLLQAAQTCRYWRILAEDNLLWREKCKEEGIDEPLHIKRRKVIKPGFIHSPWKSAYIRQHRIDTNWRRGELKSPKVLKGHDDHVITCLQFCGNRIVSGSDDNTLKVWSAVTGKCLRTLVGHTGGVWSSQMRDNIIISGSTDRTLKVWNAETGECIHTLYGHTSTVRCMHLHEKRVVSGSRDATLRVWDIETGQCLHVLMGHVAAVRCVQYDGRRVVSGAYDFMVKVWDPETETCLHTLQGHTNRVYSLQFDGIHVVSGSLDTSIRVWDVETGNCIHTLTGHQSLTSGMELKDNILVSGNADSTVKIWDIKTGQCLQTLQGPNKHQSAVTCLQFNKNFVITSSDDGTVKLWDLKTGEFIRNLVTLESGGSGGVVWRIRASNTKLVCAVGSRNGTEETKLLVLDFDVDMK
TEAD-YAP inh – TEAD-YAP interaction inhibition, primary screen, TEAD-YAP interaction inhibitor project, luminescence, HEK-TIYL cells. TEAD-Gal4/YAP UAS-luciferase luminescence. 640,000 compounds, 1.4% hits. inhibition, % at 9.12 µM; in the data active means inhibition above about 32%;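 further: 0% = median of test compound wells and 100% = reference inhibitor wells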
GPR151 ag – activators of human GPR151, primary screen, cell-based, PathHunter beta-arrestin, luminescence. G-protein coupled receptor 151 (Homo sapiens), Q8TDV0. PathHunter beta-arrestin GPR151 cells. activation, % at 11.2 µM. 650,000 compounds, 1% hits; in the data active means activation above about 4.9%;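 further: 0% = median of compound wells and 100% = cells with positive control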
MITF primary – MITF inhibitors, primary screen, biochemical, AlphaScreen, human | inhibition, % at 2.6 µM | Microphthalmia-associated transcription factor (Homo sapiens), O75030 | 650,000 compounds, 0.91% hits | AlphaScreen MITF homodimerization, bead proximity signal; in the data active means inhibition above about 50%;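 further: 0% = vehicle wells with protein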
* = called active by the depositor. An unsorted share of the library. Share with any hit: about 3.5%.

SMILES	FBW7 activator	TEAD-YAP inh	GPR151 ag	MITF primary
CCN1CCc2c(sc(NC(=S)NC(=O)c3c(Cl)cnn3C)c2C(N)=O)C1	-0.2	-18	0.7	-15
COc1ccc(N2CCN(CCCn3c(SCC(=O)Nc4cc(C)on4)nc4ccsc4c3=O)CC2)cc1	-0.1	8	0.2	-4
O=C(NC(NCCC12CC3CC(CC(C3)C1)C2)(C(F)(F)F)C(F)(F)F)c1cccc(F)c1	0.0	-4	2.7	-4
COCCN(CCOC)C(=S)Nc1ccccc1Cl	-0.1	-13	2.1	-6
CCOC(=O)c1ccc(NS(=O)(=O)c2cc3c(cc2C)NC(=O)CO3)cc1	0.3	6	1.3	9
COc1ccc(CNCCC(c2ccccc2)C2CCOC(C)(C)C2)cc1OC (stereo not drawn)	0.2	2	-0.5	8
C/C(=N\NC(=O)CN1CCN(Cc2ccc(C)cc2)CC1)c1ccccc1O	-0.2	-1	0.5	21
CC1(C(=O)NNC(=O)C2CC2c2ccccc2)CC1Br (stereo not drawn)	-0.2	7	-0.6	2
O=S(=O)(/N=C(/c1ccccc1)N1CCCc2ccccc21)c1cccs1	-0.1	-9	-1.7	2
O=C(NCCn1cccn1)c1ccc(OC2CCN(C(=O)C3CC3)CC2)cc1	-0.1	10	0.5	-2
CCC(=Nc1ccc(Br)cc1)c1c(O)n(C)c(=O)n(C)c1=O	0.5	6	-0.4	11
Cc1ccc(-n2nc3c(c2NC(=O)c2cc(Cl)ccc2[N+](=O)[O-])CS(=O)(=O)C3)c(C)c1	-0.1	6	-1.2	2
CC(C)(CNC(=O)CCc1nnc(-c2cc3ccccc3[nH]2)o1)N1CCOCC1	0.3	-43	-0.5	16
Cc1ccc(C2=N/C(=C\c3ccccc3Cl)C(=O)O2)cc1	-0.1	5	-0.1	6
COc1ccc(-c2ocnc2C(=O)N2CCN(C(C)=O)CC2)cc1OC	1.1	11	1.4	6
CC(C)=CCCC(C)CN1CCc2nnc(CCNC(=O)C3CCOCC3)n2CC1 (stereo not drawn)	-0.1	0	0.4	-5
COC1CCCN(C(=O)CC2(c3ccccc3)CC(=O)N(Cc3cccnc3)C2=O)C1 (stereo not drawn)	0.0	-4	0.1	-6
COc1ccc(/C(O)=C2\C(=O)C(=O)N(c3nnc(C)s3)C2c2ccccc2F)cc1 (stereo not drawn)	-0.2	7	2.2	17
Fc1ccc(-c2cc(NCCCn3ccnc3)nc(-c3ccccn3)n2)cc1	-1.0	5	-0.8	56*
COc1ccc(NC(=O)c2cccnc2C(=O)O)c(OC)c1	-0.5	-9	-1.5	32
CC(Oc1cccc2ccccc12)C(=O)N/N=C/c1ccccc1[N+](=O)[O-] (stereo not drawn)	-0.1	-3	-0.1	10
CC1(C)C(=O)C2(CCCCC2)C(=O)OC1c1ccc(Cl)cc1 (stereo not drawn)	0.1	-1	-1.1	3
Cc1ccc(C)n1-c1ccc(C(=O)NN)s1	0.0	-11	0.6	6
COc1cccc(C(=O)N(Cc2ccco2)Cc2cc3cc(C)ccc3n3nnnc23)c1	0.2	-7	0.4	9
COc1ccc(C[C@@H]2NC(=O)[C@H]3CN(Cc4ccc(C)c(C)c4)CCN3C2=O)cc1	0.1	-12	-0.7	21
Cc1cnc(C(=O)NCCCCCCNC(=O)c2cnc(C)cn2)cn1	-0.1	8	3.2	5
O=C(Oc1ccc2c(c1)OCO2)C1CCN(S(=O)(=O)c2ccc3c(c2)OCCO3)CC1	-0.1	9	2.1	0
O=[N+]([O-])c1cccc(N=Cc2nc(-c3ccccc3F)oc2O)c1	0.1	1	-1.7	17
CCC1CCCCN1CCCNC(=O)C1=C(C)C(=O)OC12CCCCC2 (stereo not drawn)	1.7	-7	-0.9	0
COc1cccc(NC(=O)c2cc(S(=O)(=O)NCc3ccccc3)ccc2F)c1	0.8	6	-0.6	6

Sorted by length of the SMILES (low to high): some entries from above
SMILES	FBW7 activator	TEAD-YAP inh	GPR151 ag	MITF primary
COCCN(CCOC)C(=S)Nc1ccccc1Cl	-0.1	-13	2.1	-6
Cc1ccc(C)n1-c1ccc(C(=O)NN)s1	0.0	-11	0.6	6
CC1(C(=O)NNC(=O)C2CC2c2ccccc2)CC1Br (stereo not drawn)	-0.2	7	-0.6	2
COc1ccc(NC(=O)c2cccnc2C(=O)O)c(OC)c1	-0.5	-9	-1.5	32
Cc1ccc(C2=N/C(=C\c3ccccc3Cl)C(=O)O2)cc1	-0.1	5	-0.1	6
Cc1cnc(C(=O)NCCCCCCNC(=O)c2cnc(C)cn2)cn1	-0.1	8	3.2	5
CCC1CCCCN1CCCNC(=O)C1=C(C)C(=O)OC12CCCCC2 (stereo not drawn)	1.7	-7	-0.9	0
CCC(=Nc1ccc(Br)cc1)c1c(O)n(C)c(=O)n(C)c1=O	0.5	6	-0.4	11
COc1ccc(-c2ocnc2C(=O)N2CCN(C(C)=O)CC2)cc1OC	1.1	11	1.4	6
Fc1ccc(-c2cc(NCCCn3ccnc3)nc(-c3ccccn3)n2)cc1	-1.0	5	-0.8	56*
O=S(=O)(/N=C(/c1ccccc1)N1CCCc2ccccc21)c1cccs1	-0.1	-9	-1.7	2
CC(C)=CCCC(C)CN1CCc2nnc(CCNC(=O)C3CCOCC3)n2CC1 (stereo not drawn)	-0.1	0	0.4	-5
COc1cccc(NC(=O)c2cc(S(=O)(=O)NCc3ccccc3)ccc2F)c1	0.8	6	-0.6	6
CCOC(=O)c1ccc(NS(=O)(=O)c2cc3c(cc2C)NC(=O)CO3)cc1	0.3	6	1.3	9
CC(C)(CNC(=O)CCc1nnc(-c2cc3ccccc3[nH]2)o1)N1CCOCC1	0.3	-43	-0.5	16
COc1cccc(C(=O)N(Cc2ccco2)Cc2cc3cc(C)ccc3n3nnnc23)c1	0.2	-7	0.4	9
COC1CCCN(C(=O)CC2(c3ccccc3)CC(=O)N(Cc3cccnc3)C2=O)C1 (stereo not drawn)	0.0	-4	0.1	-6
COc1ccc(/C(O)=C2\C(=O)C(=O)N(c3nnc(C)s3)C2c2ccccc2F)cc1 (stereo not drawn)	-0.2	7	2.2	17
O=C(Oc1ccc2c(c1)OCO2)C1CCN(S(=O)(=O)c2ccc3c(c2)OCCO3)CC1	-0.1	9	2.1	0
COc1ccc(C[C@@H]2NC(=O)[C@H]3CN(Cc4ccc(C)c(C)c4)CCN3C2=O)cc1	0.1	-12	-0.7	21
O=C(NC(NCCC12CC3CC(CC(C3)C1)C2)(C(F)(F)F)C(F)(F)F)c1cccc(F)c1	0.0	-4	2.7	-4
Cc1ccc(-n2nc3c(c2NC(=O)c2cc(Cl)ccc2[N+](=O)[O-])CS(=O)(=O)C3)c(C)c1	-0.1	6	-1.2	2

The list continues.
SMILES	FBW7 activator	TEAD-YAP inh	GPR151 ag	MITF primary
C/C(=N\NC(=O)c1nnn(-c2nonc2N)c1-c1ccccc1)c1ccc([N+](=O)[O-])cc1	-0.2	9	0.1	4
Cc1cnc(NC(=O)c2ccc3c(c2)OCO3)s1	-0.1	-43	-6.9	5
C=CCOc1ccc(/C=C2\C(=O)NN(c3ccccc3)C2=O)cc1OC	-0.1	1	5.3*	4
Cc1ccc(Oc2ccc(NC(=O)CCCC(=O)O)cc2)cc1C	0.2	-8	-1.4	9
CN(C)S(=O)(=O)c1cccc(NC(=S)N/N=C/c2cccc(Br)c2)c1	-0.2	4	-0.7	-8
O=C(CNC(=O)c1ccco1)OCC(=O)c1ccc([N+](=O)[O-])cc1	-0.4	1	0.3	-4
CCOC(=O)c1c(-c2ccccc2)csc1NC(=O)c1ccc(N2C(=O)CCC2=O)cc1	-0.4	-1	-0.2	-8
CC(=O)Nc1nc2nc(C)cc(C)n2n1	0.2	6	0.2	14
O=C(CN1C(=O)c2cccc3cccc(c23)C1=O)N1CCOCC1	0.0	-1	-0.1	-5
O=C(COc1ccc(Cl)cc1)Nc1nc(-c2ccc(S(=O)(=O)N3CCOCC3)cc2)cs1	0.1	-2	1.7	1
COc1ccc(C2C(C#N)=C(C(C)(C)C)Nc3ncnn32)cc1 (stereo not drawn)	-0.1	-6	1.6	3
O=C(NCCOc1ccccc1)C1c2ccccc2Oc2ccccc21	-0.2	10	-1.4	7
COCc1ccc(-c2nccnc2NS(=O)(=O)c2ccc(OC)c(OC)c2)cc1	-0.3	6	-0.7	5
COc1cccc(C(=O)Nc2c3c(nn2C(C)(C)C)CS(=O)(=O)C3)c1	-0.2	3	1.9	4
Cc1cccc(OCC(=O)NNC=O)c1	0.1	-18	2.8	-2
COc1ccccc1/C=C/c1nc2cc(Cl)ccc2c(=O)o1	-0.1	10	1.2	1
CCCC(=O)Nc1c(Cl)nc(C)c(Cl)c1C	0.1	7	0.0	11
Cc1ccc(-c2nnc(Nc3ccc(Cl)c(Cl)c3)c3ccccc23)cc1	0.2	0	-0.5	-2
CC(=O)Nc1ccc(CN2CCN(C(C)C)C(CCO)C2)cc1 (stereo not drawn)	0.0	-5	-1.1	8
COc1ccc(C2=C/C(=C/c3ccncc3)C(=O)O2)cc1	0.6	-8	-0.5	19
C=CCSc1nc(-c2ccc(F)cc2)nc2c1c(=O)n(C)c(=O)n2C	-0.1	-3	2.0	-11
COc1ccc2c(c1)c1nc(SCc3cc(=O)n4ccccc4n3)n(C)c(=O)c1n2C	-0.1	-14	-0.3	1
C=C1OC(=O)OC12CCCCC2	0.2	9	-0.2	10
Cc1ccc(-c2csc3ncn(CC(=O)Nc4cccc(Cl)c4)c(=O)c23)cc1	0.1	11	-0.6	-4
CN(c1ccccc1)S(=O)(=O)c1cccc(C(=O)NC(C)(C)C)c1	0.0	4	-0.3	13
O=S(Cc1ccccc1)CC(O)COCc1ccccc1 (stereo not drawn)	0.3	0	-0.1	10
COc1ccc(/C(C)=N/Nc2nc3ccccc3[nH]2)c(O)c1	-1.0	-6	0.0	39
Cc1ccc(C2(O)CSC3=C(C#N)C(c4ccccc4F)CC(=O)N32)cc1 (stereo not drawn)	0.5	-20	-0.6	9
O=C(c1ccc(S(=O)(=O)N2CCOCC2)cc1)N1CCC(CN2C(=O)c3cccc4cccc(c34)C2=O)CC1	0.2	4	3.2	-15
O=C(Nc1ccc(-c2noc(-c3cccs3)n2)cc1)c1cccc(Cl)c1	0.1	-6	0.3	0
COc1ccc2nc(NC(=O)c3ccccc3C(=O)O)sc2c1	0.1	-7	-0.2	6
CC1=C(C)CC2C(=O)N(c3ccc(Cl)c(Cl)c3)C(=O)C2C1 (stereo not drawn)	0.1	0	1.4	-4
CCCCN(CC)C(=O)Cn1ncc2c(=O)oc3ccccc3c21	1.0	-8	-0.1	11
Cc1ccc(CNC(=O)CCC2CCCN(C(=O)c3ccsc3)C2)o1 (stereo not drawn)	-0.1	15	0.1	10
C=CCNC(=O)C1CC(=O)N(C2CCCCCC2)C1 (stereo not drawn)	0.0	1	-0.5	-1
CNC(=O)/C=C/c1ccc([N+](=O)[O-])cc1	-0.1	6	-1.6	6
COc1ccc(OC)c(CNc2cnn(C34CC5CC(CC(C5)C3)C4)c(=O)c2Cl)c1	0.1	-12	-0.5	8
c1cc2nc(C3CCNCC3)[nH]c2cc1Cc1ccc2nc(C3CCNCC3)[nH]c2c1	-0.1	-1	0.4	-2
Clc1nc(NCc2ccco2)nc(Nc2ccc(I)cc2)n1	-0.1	-4	0.3	9
CC(=O)NS(=O)(=O)c1ccc(N2C(=O)c3cccc(F)c3C2=O)cc1	0.0	-4	0.8	3

A second format for 2 compounds above.
Each structure is followed by: FBW7 activator	TEAD-YAP inh	GPR151 ag	MITF primary
> CC1=C(C)CC2C(=O)N(c3ccc(Cl)c(Cl)c3)C(=O)C2C1 (stereo not drawn)
 : 0.1	0	1.4	-4
> Cc1ccc(CNC(=O)CCC2CCCN(C(=O)c3ccsc3)C2)o1 (stereo not drawn)
 : -0.1	15	0.1	10

Next entries
SMILES	FBW7 activator	TEAD-YAP inh	GPR151 ag	MITF primary
S=C1NC2=C(C(c3ccc(Br)cc3)N1)N1CCC2CC1 (stereo not drawn)	0.0	4	5.7*	15
C=CCN(C(=O)c1sc(C)nc1C)C(C(=O)NC1CCCC1)c1ccccc1 (stereo not drawn)	0.0	-2	-0.1	9
COc1ccc(CCNC(=O)c2cccc(Nc3ccncn3)n2)cc1	0.4	-18	-0.2	7
O=C1c2ccccc2NC(c2cccc(O)c2)N1c1ccccc1 (stereo not drawn)	0.1	7	0.3	1
COc1ccc(/C=C(\C#N)C(=O)ONC2=NCCCCC2)cc1	0.0	2	-0.9	13
Cc1ccc(Cl)cc1NC(=O)CSc1nnc(-c2ccc(N)cc2)n1C	-0.1	6	0.7	10
COc1cccc(C(C(=O)NC2CCCCC2)N(Cc2ccco2)C(=O)c2ccccn2)c1 (stereo not drawn)	-0.3	-8	0.8	3
Cc1cc(C(=O)Nc2c(C)n(C)n(-c3ccccc3)c2=O)c(C)o1	0.2	-2	-0.3	21
